KDM5B inh – inhibitors of human KDM5B histone demethylase; Q9UGL1; KDM5B demethylase, FDH-coupled NADH fluorescence (FDH is formaldehyde dehydrogenase); Potency, µM (highest dose often 57.7 µM), inactives show top-dose activity change, negative = inhibition, actives largely listed as inhibitors; hit rate 2.6% among 220,000; AID 1347165; active means well fitted inhibition curve with a large enough effect; inconclusive means small, poorly fitted or top-dose-only effect; inactive means no such curve, though single readings can be large or run the other way; further: 0% is about no effect; nearly all actives have a fitted effect of over 70% in size
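Compound dilutions met 200 nM (final) KDM5BΔAP for 10 min at room temperature before substrate addition. The substrate mix held 12.5 µM H3K4me3 with cofactors 25 µM α-ketoglutarate and 50 µM Fe²⁺. NADH signal gain over 30 min defined activity.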
* marks the source's active call; other numbers are inactive results; ? = inconclusive; [ ] = dose if it differs, or a comment. Potency means the concentration at half of the fitted maximal effect.

SMILES	KDM5B inh
Cc1ccc(NC(=O)Cn2cc(C(=O)c3ccccc3)c3ccccc32)cc1	-17.1%
CC(C)N1C[C@@H]2OCC(=O)N(Cc3cccnc3)[C@@H]2C1	?
C#C[C@H]1CN2CC[C@H]1C[C@@H]2CNCc1ccc(C(F)(F)F)cc1	-4.3%[86.2 µM]
Clc1cccc(-c2ccc(CNC3CN4CCC3CC4)o2)c1 (centres undefined)	-7.1%
O=C1C[C@@H]2CCN(C3COC3)C[C@@H]2CCN1	19.2%[230 µM]
COc1ccc(-n2nc(C)c3c2NC(=O)CSC3c2cccc(O)c2)cc1 (centres undefined)	13.9%
COc1ccc([C@@H](O)[C@@H](N)c2ccccc2)cc1	-3.8%
Cc1noc(C)c1C(=O)N1C2CCC1CN(Cc1cccnc1)C2	3.1%[149 µM]
CC[C@H]1CN2CC[C@H]1C[C@@H]2CNC(=O)c1ccc2ccccc2c1	-22.4%[86.2 µM]
Cc1noc(C)c1C1SCC(=O)Nc2c1c(C)nn2-c1ccccc1 (centres undefined)	-12.5%
Cn1cc(C(=O)Cn2cnc3ccccc32)c2ccccc21	16.5%
Cn1nc2n(c1=O)CCC(NC(=O)c1nn(C)c3ccccc13)CC2 (centres undefined)	17.8µM*
Cc1cccc(NC(=O)Cn2cc(C(=O)c3ccccc3)c3ccccc32)c1C	-2.7%
O=C(Nc1nccs1)[C@H]1CN2CC[C@H]1C[C@@H]2Cn1cc(-c2ccccc2)nn1	11.5%[86.2 µM]
C/C=C/C1(NCCc2ccccc2)CCCCC1	14.1%
O=C(NCc1ccccc1)[C@H]1CN2CCC1C[C@@H]2Cn1cc(C2(O)CCCCC2)nn1 (some centres undefined)	-12.8%[86.2 µM]
C=CCN(C)C[C@H]1CN2CC[C@H]1C[C@@H]2CNS(C)(=O)=O	-8.3%[86.2 µM]
O=C(COc1ccccc1[N+](=O)[O-])N1CCN(CCc2ccncc2)CC1	-3.0%
N#Cc1c(N)[n+]([O-])c2ccccc2[n+]1[O-]	-6.8%
C=C[C@H]1CN2CC[C@H]1C[C@@H]2CNC(=O)Nc1cccc(C(F)(F)F)c1	11.2%[86.2 µM]
CC(C)C1CN2CCCC2CN1 (centres undefined)	-5.2%[287 µM]
CC(C)N1C[C@@H]2OCC(=O)N(Cc3ccccn3)[C@@H]2C1	-6.6%[115 µM]
Cc1ccccc1CC(=O)N1CCN(C(C)c2nc(C3CC3)no2)CC1 (centres undefined)	64.7%[activator]
O=C1NC(=O)N(c2cccc(F)c2)C(=O)/C1=C/c1ccc(N2CCOCC2)cc1	?
O=C1NC(=O)C(=Cc2ccc(Sc3ccccc3)o2)C(=O)N1	?
COc1cc2c(cc1OCC1CCCC1)N([S+](=O)([O-])c1ccc(Oc3ccccc3)cc1)CC21CCN(CC(=O)O)CC1	10.4%
COC1=CC=C2[C@H]3Cc4ccc(OC)c5c4[C@@]2(CCN3C)[C@H]1O5	-5.2%
COc1ccc(S(=O)(=O)N2[C@H]3CC[C@@H]2c2cnc(-c4ccccc4)nc2C3)cc1	-15.5%
Cc1c(CC(=O)N2CCN(C(c3ccccc3)c3ccccc3)CC2)c(=O)oc2cc(O)ccc12	?
c1ccc(CN2C[C@H]3CCNC[C@H]32)cc1	47.7%[activator]
COc1ccc(C(=O)N2CCC3(CC2)c2nccn2-c2ccccc2CN3C)cc1OC	-8.3%
O=C(NC[C@H]1C[C@@H]2CCN1C[C@@H]2CN1CCN(c2ncccn2)CC1)c1ccc(C(F)(F)F)cc1	32.1%
O=C(c1ccco1)N1C[C@@H]2C[C@H](C1)c1c(-c3cccnc3)ccc(=O)n1C2	-18.3%[86.2 µM]
CCOC(=O)C1(c2ccccc2)CCN(CCC(=O)Nc2ccc(F)cc2)CC1	-19.0%
COc1ccc(-c2cc([C@H]3CN4CC[C@H]3C[C@@H]4CNC(=O)C3CC3)n(C)n2)cc1OC	-11.5%[86.2 µM]
CCOC(=O)C(O)(c1ccc(NC(=O)NC)cc1)C(F)(F)F (centres undefined)	39.0%
CN1C(=O)/C(=C/C=C/c2ccco2)C(=O)NC1=S	?
COc1ccccc1NC(=O)Nc1ccc2n(c1=O)C[C@H]1C[C@@H]2CN(C2CCOCC2)C1	15.8µM*
C#C[C@H]1CN2CC[C@H]1C[C@@H]2CNC(=O)Nc1cccc(C#N)c1	1.1%[86.2 µM]
CC(C)Cc1nc2cccnc2n1C1CCNCC1	-9.8%
COCc1cn(C[C@H]2CC3CCN2C[C@@H]3C(=O)NCc2ccc3c(c2)OCO3)nn1 (some centres undefined)	-17.8%[86.2 µM]
CC(C)CCN1CCC(N2CCN(C(=O)Cc3ccccc3F)CC2)C1=O (centres undefined)	0.7%
COc1ccc(-c2cc([C@H]3CN4CC[C@H]3C[C@@H]4CNC(=O)C(C)(C)C)n(C)n2)cc1OC	-10.1%
Cc1ccccc1-c1nc(CN2C(=O)CN=C(c3ccccc3)c3ccccc32)c(C)o1	15.3%
Cn1nc(C2CCCC2)cc1[C@H]1CN2CC[C@H]1C[C@@H]2CNC(=O)Nc1ccccc1	-0.6%[86.2 µM]
CCOc1ccc2c(c1)c(C(C)=O)c(C)n2Cc1ccccc1	-11.7%
CCOC(=O)C1=C(C)OC(N)=C(C(=O)OC(C)C)C12C(=O)Nc1ccc(Br)cc12 (centres undefined)	-5.6%
CCOc1ccccc1NC(=O)c1cn(CC)c2ccccc12	?
Cn1c(=O)n(C)c2cc(CNCCc3ccccc3F)ccc21	-12.2%
COc1cncc(-c2cc3c(cc2OC)C2(CCN(C(C)=O)CC2)C(=O)N3)c1	-4.6%[86.2 µM]
CC[C@H]1CN2CC[C@H]1C[C@@H]2CNS(=O)(=O)c1ccccc1	-2.2%[86.2 µM]
O=C1Nc2ccccc2CC12CCN(Cc1ccccn1)C2 (centres undefined)	31.6µM*
O=C(NCc1cccnc1)[C@H]1CN2CC[C@H]1C[C@@H]2Cn1cc(-c2ccccc2)nn1	3.9%[86.2 µM]
CC(C)CN1CCN(c2ccc(Cl)nn2)C(=O)C1	-19.8%[86.2 µM]
COCC1(CNC2CCN(C)CC2)C[C@@H](O)[C@@H](O)C1 (some centres undefined)	-3.8%[115 µM]
Cc1ccc(-n2nc(C)c3c2NC(=O)CSC3c2ccsc2)cc1Cl (centres undefined)	-4.6%
CC(=O)NCCNC(=O)[C@H]1CN2CCC1C[C@@H]2Cn1cc(C(C)(C)C)nn1 (some centres undefined)	-19.7%[86.2 µM]
Cc1nn(-c2ncnc3nc[nH]c23)c2c1C(c1ccc(F)c(F)c1)SCC(=O)N2 (centres undefined)	0.2%
COc1ccc(NC(=O)N2[C@H]3CC[C@@H]2c2cnc(-c4ccc(F)cc4)nc2C3)cc1OC	21.0%
NNCc1cccnc1	1.1%

Following part.
SMILES	KDM5B inh
O=C(O)CSC(c1ccccc1)c1ccc(Cl)cc1 (centres undefined)	27.0%
O=C(NC1CCCCC1)[C@H]1CN2CCC1C[C@@H]2Cn1cc(CO)nn1 (some centres undefined)	10.8%[86.2 µM]
CC(C)C(C)NC(=O)COC(=O)c1cn(C)c2ccccc12 (centres undefined)	15.8%
CC(=NCC1CCCO1)c1c(O)n(-c2ccccc2C)c(=O)[nH]c1=O (centres undefined)	11.8%
O=C1CO[C@H]2CN(Cc3ccco3)C[C@H]2N1Cc1ccccn1	-23.8%[86.2 µM]
CC(=O)c1ccc(NC(=O)NC[C@H]2C[C@@H]3CCN2C[C@@H]3CN2CCN(c3ncccn3)CC2)cc1	-6.6%
COc1cc2c(cc1Oc1ccccc1)NC(=O)C21CCN(Cc2ccccn2)CC1	-5.2%[86.2 µM]
c1ccc2c(CC3CN4CCCC4CN3)c[nH]c2c1 (centres undefined)	?
NC(Cc1ccc(F)cc1)c1ccccc1 (centres undefined)	26.4%
O=C(Cc1ccccc1)N1Cc2ccccc2CC2(CCCN2Cc2ccncc2)C1 (centres undefined)	-6.9%[115 µM]
O=C(N/N=C/c1c(O)n(CCc2ccccc2)c(=O)[nH]c1=O)c1ccccc1	?
COc1cccc([C@H]2CN(C(=O)OCC(C)C)[C@@H]3C4CCN(CC4)[C@H]23)c1	-2.4%
CC(=O)c1c(C)[nH]c(C(=O)C(C)NC(C)c2ccc(Cl)cc2Cl)c1C (centres undefined)	16.9%
O=C1Nc2ccccc2CC12CN(Cc1ccncc1)C2	-6.1%[149 µM]
C[C@]12CCC3C(CC[C@H]4C[C@H](N)CC[C@]34C)C1CC[C@H]2O (some centres undefined)	-6.2%

Reprinted from the part before: 7 compounds, then new ones.
SMILES	KDM5B inh
NC(Cc1ccc(F)cc1)c1ccccc1 (centres undefined)	26.4%
O=C(Cc1ccccc1)N1Cc2ccccc2CC2(CCCN2Cc2ccncc2)C1 (centres undefined)	-6.9%[115 µM]
O=C(N/N=C/c1c(O)n(CCc2ccccc2)c(=O)[nH]c1=O)c1ccccc1	?
COc1cccc([C@H]2CN(C(=O)OCC(C)C)[C@@H]3C4CCN(CC4)[C@H]23)c1	-2.4%
CC(=O)c1c(C)[nH]c(C(=O)C(C)NC(C)c2ccc(Cl)cc2Cl)c1C (centres undefined)	16.9%
O=C1Nc2ccccc2CC12CN(Cc1ccncc1)C2	-6.1%[149 µM]
C[C@]12CCC3C(CC[C@H]4C[C@H](N)CC[C@]34C)C1CC[C@H]2O (some centres undefined)	-6.2%
O=c1oc2ccccc2c(O)c1C(c1cccc(O)c1)c1c(O)c2ccccc2oc1=O	2.2%
CCCCC(=O)N/N=C/c1c(O)n(-c2cccc3ccccc23)c(=O)[nH]c1=O	?
COc1cc2c(cc1Oc1cccc(N(C)C)c1)NC(=O)C21CCN(c2ncccn2)CC1	?
Cn1nc(-c2cccs2)cc1[C@H]1CN2CC[C@H]1C[C@@H]2COC(=O)Nc1ccccc1	-20.1%[86.2 µM]
CSc1cccc(NC(=O)NC[C@H]2C[C@@H]3CCN2C[C@@H]3CN2CCN(c3ncccn3)CC2)c1	15.0%
O=C1NCc2ccccc2CC12CCCCN2Cc1cccnc1 (centres undefined)	13.1%[149 µM]
COc1ccccc1CNCCc1ccc(F)cc1	?
COc1cc2c(cc1OC1CCCC1)NC(=O)C21CCN(Cc2ccncc2)CC1	-7.8%[86.2 µM]
O=C(Nc1ccc(=O)n2c1[C@@H]1C[C@@H](CN(S(=O)(=O)c3ccccc3)C1)C2)c1ccco1	68.3%[activator]
O=C1NCc2ccccc2CC12CCN(Cc1ccncc1Cl)C2 (centres undefined)	11.7%[149 µM]
CCC(=NCc1cc(OC)cc(OC)c1)c1c(O)n(C2CCCCC2)c(=O)[nH]c1=O	?
CN1CCN(c2ccc([N+](=O)[O-])c3cnccc23)CC1	9.6%
Cc1ccccc1-c1ccc2n(c1=O)C[C@H]1C[C@@H]2CN(C(=O)c2cccs2)C1	?
CN1CCN(c2oc(-c3ccc(COc4ccccc4)o3)nc2C#N)CC1	?
Cc1ncc2c(n1)C[C@@H]1CC[C@H]2N1C(=O)COc1ccccc1	-28.9%
COc1cc2c(cc1OCc1ccccc1)NC(=O)C21CCN(C(=O)c2cccnc2)CC1	-1.1%
O=C(C1CCCCC1)N1C[C@@H]2C[C@H](C1)c1ccc(C3CCCCC3)c(=O)n1C2	?
O=Cc1cccc2ccccc12	-20.5%
CN1Cc2ccccc2-n2ccnc2C12CCN(C(=O)C1CCC1)CC2	-6.6%
C#CCN(C)C[C@H]1CN2CC[C@H]1C[C@@H]2CNC(=O)NC(C)C	-7.4%[86.2 µM]
O=c1oc2ccccc2c(O)c1C(c1ccccc1)c1c(O)c2ccccc2oc1=O	0.1%
CCNC(=O)NC[C@H]1C[C@@H]2CCN1C[C@@H]2c1cc(-c2cccs2)nn1C	30.3%[86.2 µM]
COc1ccc(OC)c(-c2cnc3[nH]cc(CC(=O)N4CCN(C)CC4)c3c2)c1	-14.1%[86.2 µM]
O=C(NC1CC1)[C@H]1CN2CC[C@H]1C[C@@H]2Cn1cc(-c2ccc(-c3ccccc3)cc2)nn1	-2.4%[86.2 µM]
C=C[C@H]1CN2CC[C@H]1C[C@@H]2CNC(=O)c1cc(OC)c(OC)c(OC)c1	?
FC(F)(F)CN1C2CCC1CN(c1nc(Cl)nc3nc[nH]c13)C2	-14.1%[149 µM]
CCNC(=O)N1[C@H]2CC[C@@H]1c1cnc(-c3ccc(F)cc3)nc1C2	0.8%
COCCN1C[C@H]2CN(Cc3ccncc3F)CCN2C1=O	-6.8%[86.2 µM]
CCOc1ccc(/C=C(\C)[N+](=O)[O-])cc1	?
O=C(COc1ccccc1)N1[C@H]2CC[C@@H]1c1cnc(-c3ccc(F)cc3)nc1C2	7.3%
COc1cccc(CNCCc2ccccc2)c1	-18.9%
Cc1cc(CN2CC3(C2)C(=O)Nc2ccccc23)no1	13.0%[149 µM]
CCc1ccc(NC(=O)CN2C(=O)CN=C(c3ccc(OC)cc3)c3c2sc2c3CCC2)cc1	3.4%
Cc1ccc2c(c1)C1CN(C)CCC1N2C(=O)c1cccnc1Cl (centres undefined)	-25.0%
O=C(Cn1c(=O)oc2ccccc21)N1[C@H]2CC[C@@H]1c1cnc(-c3ccc(F)cc3)nc1C2	28.2%
O=C(O)C(Cc1cnc[nH]1)NS(=O)(=O)c1ccc(Br)cc1 (centres undefined)	-15.6%
N#CCC1CN2CCC1C(c1ccccc1)C2 (centres undefined)	17.8%

Some of the compounds tested; the hit share may differ from the screen's.
